Screening data: PubChem, The Scripps Research Institute Molecular Screening Center
TEAD-YAP block – TEAD-YAP interaction inhibition, primary screen, TEAD-YAP interaction inhibitor project, luminescence, HEK-TIYL cells; 640,000 compounds, 1.4% hits; AID 1259422, 2018; inhibition, % at 9.12 µM; TEAD-Gal4/YAP UAS-luciferase luminescence; in the data active means inhibition above about 32%;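 further: 0% = median of test compound wells and 100% = reference inhibitor wells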
FBW7 act – FBW7 E3 ligase activators, primary screen, biochemical, AlphaScreen, human; AID 1259310, 2017; AlphaScreen FBW7–phospho-cyclin E peptide binding, activator screen; 650,000 compounds, 0.13% hits; F-box/WD repeat-containing protein 7 (Homo sapiens), Q969H0; normalized activity (activation), % at 26.1 µM; in the data active means normalized activity above about 1.9%;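 further: purified mutant Fbw7 with reduced substrate affinity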
MITF primary – MITF inhibitors, primary screen, biochemical, AlphaScreen, human. 650,000 compounds, 0.91% hits. AlphaScreen MITF homodimerization, bead proximity signal. Microphthalmia-associated transcription factor (Homo sapiens), O75030. AID 1259374, 2018. inhibition, % at 2.6 µM; in the data active means inhibition above about 50%;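 further: 0% = vehicle wells with protein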
Target sequence (O75030 whole entry, looked up): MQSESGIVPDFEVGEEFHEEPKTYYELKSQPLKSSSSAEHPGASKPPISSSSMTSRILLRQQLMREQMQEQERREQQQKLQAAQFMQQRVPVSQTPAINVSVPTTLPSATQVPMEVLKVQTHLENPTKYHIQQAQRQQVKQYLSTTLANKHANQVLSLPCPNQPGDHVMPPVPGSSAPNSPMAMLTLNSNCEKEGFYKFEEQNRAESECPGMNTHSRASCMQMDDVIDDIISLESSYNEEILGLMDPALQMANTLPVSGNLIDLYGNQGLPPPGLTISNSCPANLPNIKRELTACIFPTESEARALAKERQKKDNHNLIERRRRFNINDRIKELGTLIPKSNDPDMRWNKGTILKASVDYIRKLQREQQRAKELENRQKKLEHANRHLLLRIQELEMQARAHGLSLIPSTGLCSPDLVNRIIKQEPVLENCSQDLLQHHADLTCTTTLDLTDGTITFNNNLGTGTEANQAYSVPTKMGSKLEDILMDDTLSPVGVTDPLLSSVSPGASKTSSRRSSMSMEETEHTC
GPR151 activ – activators of human GPR151, primary screen, cell-based, PathHunter beta-arrestin, luminescence; PathHunter beta-arrestin GPR151 cells; activation, % at 11.2 µM; 650,000 compounds, 1% hits; AID 1508602, 2020; in the data active means activation above about 4.9%;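 further: 0% = median of compound wells and 100% = cells with positive control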
Target sequence (Q8TDV0 whole entry, looked up): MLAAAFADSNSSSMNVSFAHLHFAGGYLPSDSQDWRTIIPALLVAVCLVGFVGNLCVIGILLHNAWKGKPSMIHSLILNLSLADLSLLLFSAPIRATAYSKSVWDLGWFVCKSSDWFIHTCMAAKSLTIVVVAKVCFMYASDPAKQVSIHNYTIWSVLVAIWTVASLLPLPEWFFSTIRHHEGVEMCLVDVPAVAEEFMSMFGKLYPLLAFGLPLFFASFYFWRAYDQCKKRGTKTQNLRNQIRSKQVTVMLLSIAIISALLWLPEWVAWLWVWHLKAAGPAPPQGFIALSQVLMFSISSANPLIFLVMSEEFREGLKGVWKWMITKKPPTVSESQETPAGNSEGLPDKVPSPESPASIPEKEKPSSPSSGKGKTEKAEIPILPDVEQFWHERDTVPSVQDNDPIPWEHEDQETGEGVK
Active calls of the source: *; & = joins results of further samples.

Results follow in this order: TEAD-YAP block	FBW7 act	MITF primary	GPR151 activ
> COc1ccc(C2=NS(=O)(=O)N(C)C(C(=O)N3CCC(C)CC3)=C2)cc1
    2	0.4	14	-0.6
> Cc1ccc2nc(N3CCC(C(=O)NCC(C)(C)CO)CC3)nc(C)c2c1
    11	0.1	-12	-0.1
> CSc1ccc(S(=O)(=O)Nc2ccc3ccccc3c2)cc1
    4	-0.1	1	1.3
> Cc1ccccc1-c1cnc(-c2ccncc2)nc1C1CCCN(CCO)C1 (stereo unspecified)
    -4	-0.1	10	0.3
> O=C(Nc1ccc(Cl)c(-c2nc3ccccc3s2)c1)c1cncc(Br)c1
    -4	-0.4	-10	1.2
> COc1ccc(NC(=O)CN2C(=O)CC(c3ccc(OC)cc3)Sc3ccccc32)cc1 (stereo unspecified)
    -1	0.3	14	-0.2
> Nc1c(C(=O)N2CCCCC2)sc(=S)n1-c1ccccc1
    -18	-0.3	3	-1.0
> Nc1nc2ccc(OC(F)(F)F)cc2s1
    -18&-14	0.0&0.1&0.1&0.1	-8&11&-9&10	-1.5&3.5&0.7&-1.2
> CN1CC(=O)NC1=NC(=O)c1ccc(Cl)cc1
    -5	-0.1	11	1.1
> O=C1CCCN1CCC1CCN(Cc2nc(-c3ccc(Cl)cc3)no2)CC1
    6	-0.1	-6	0.6
> CCCSc1nnc2c3ccccc3n(C)c2n1
    -48	-0.1	12	0.9
> CCOc1ccc(C2C(C#N)=C(N)Oc3cc(N)ccc32)cc1 (stereo unspecified)
    11	0.1	-9	-0.1
> COc1cccc(-c2cc(C(=O)N3CCN(c4ccc(F)cc4)CC3)on2)c1
    8	0.7	6	0.2
> CC(C)CCNC(=O)CSc1nc(NC2CCCCC2)c2ccccc2n1
    4	0.2	3	1.5
> Cc1nc2c(c(N3CCCC3)n1)CN(S(=O)(=O)c1cccs1)CC2
    -8	0.0	-8	-0.3
> CC12C=CC3(CN(Cc4ccccc4)C(=O)C3C1C(=O)NCCC1=CCCCC1)O2 (stereo unspecified)
    -1	0.7	22	-0.7
> Cc1ccc(-c2nnc(SCC(=O)Nc3cc(C(F)(F)F)ccc3Cl)nc2-c2ccc(C)cc2)cc1
    -3	0.0	2	0.0
> COc1ccc(C2CC(=O)C3=C(C2)NC(C)=C(C(=O)OC2CCCC2)C3c2ccc(Cl)cc2Cl)cc1 (stereo unspecified)
    6	0.0	-9	0.9
> COc1ccc(-c2cc(N)n(S(=O)(=O)c3cccc4nsnc34)n2)cc1
    -4	0.0	0	0.9
> Cc1cccc(C2CC(c3ccccc3)Nc3ncnn32)c1 (stereo unspecified)
    0	0.0	-2	2.5
> CCOCCc1nnc(NC(=O)C(Cl)Cl)s1
    7	-0.1	-2	0.2
> CC(=O)C1C(c2cccc(Oc3ccccc3)c2)NC(=O)NC1(O)C(F)(F)F (stereo unspecified)
    -2	-0.1	11	1.9
> CCC(C)C(=O)Nc1nc2c(s1)C(=O)CC(C(=O)NCc1cc(F)c(F)c(F)c1)C2 (stereo unspecified)
    8	0.2	13	-1.2
> O=C(Cn1nnc(-c2ccccc2NC(=O)C2CC2)n1)NC1CCCCC1
    2	-0.1	2	-0.3
> Nc1c(Nc2cccc(F)c2)nsc1C(=O)c1ccccc1
    8	0.7	22	-1.9
> Cc1ccc(-c2[nH]nc3c2C(c2cn[nH]c2-c2ccc(F)cc2)C(C#N)=C(N)O3)cc1 (stereo unspecified)
    -3	-0.3	-18	0.8
> O=C(Cc1ccc(Cl)cc1)N1CCN(c2ccc(N3CCCCC3)nn2)CC1
    0	-0.1	0	0.0
> COc1ccc(N=C2SC(C(=O)Nc3ccc(Cl)c(Cl)c3)CC(=O)N2CCc2ccc(OC)c(OC)c2)cc1 (stereo unspecified)
    8	0.1	12	0.1
> CSc1nnc2c(n1)OC(c1c(C)nn(-c3ccccc3)c1Cl)Nc1ccccc1-2 (stereo unspecified)
    7	0.4	-57	-0.7
> COc1ccc(CCc2nnc(CCC(=O)NC(C)(C)C)o2)cc1
    -13	0.0	-3	-2.0

Quoted from the listing.
FBW7 act, Cc1cccc(C2CC(c3ccccc3)Nc3ncnn32)c1 (stereo unspecified) = 0.0
GPR151 activ, CCCSc1nnc2c3ccccc3n(C)c2n1 = 0.9
TEAD-YAP block, CC(C)CCNC(=O)CSc1nc(NC2CCCCC2)c2ccccc2n1 = 4
MITF primary, CCOCCc1nnc(NC(=O)C(Cl)Cl)s1 = -2
GPR151 activ, Cc1ccccc1-c1cnc(-c2ccncc2)nc1C1CCCN(CCO)C1 (stereo unspecified) = 0.3
TEAD-YAP block, CC(=O)C1C(c2cccc(Oc3ccccc3)c2)NC(=O)NC1(O)C(F)(F)F (stereo unspecified) = -2
FBW7 act, COc1cccc(-c2cc(C(=O)N3CCN(c4ccc(F)cc4)CC3)on2)c1 = 0.7

In the list so far, three have a CF3 group:
Results follow in this order: TEAD-YAP block	FBW7 act	MITF primary	GPR151 activ
> Nc1nc2ccc(OC(F)(F)F)cc2s1
    -18&-14	0.0&0.1&0.1&0.1	-8&11&-9&10	-1.5&3.5&0.7&-1.2
> Cc1ccc(-c2nnc(SCC(=O)Nc3cc(C(F)(F)F)ccc3Cl)nc2-c2ccc(C)cc2)cc1
    -3	0.0	2	0.0
> CC(=O)C1C(c2cccc(Oc3ccccc3)c2)NC(=O)NC1(O)C(F)(F)F (stereo unspecified)
    -2	-0.1	11	1.9

More compounds follow.
Results follow in this order: TEAD-YAP block	FBW7 act	MITF primary	GPR151 activ
> CN1CCC(N(C)C(=O)C(Cc2ccccc2)N2C(=O)c3ccccc3C2=O)CC1 (stereo unspecified)
    -6	0.1	6	0.3
> COC(=O)CCC(=O)NNC(=O)c1cccc([N+](=O)[O-])c1
    6	0.0	3	-0.6
> COc1cccc(Oc2c(C)oc3cc(O)ccc3c2=O)c1
    8	0.2	2	-0.1
> Cc1cc(Cl)ccc1Nc1nc(NCCO)nc2c1cnn2C
    5	0.1	16	0.5
> C=CCn1c(SCC(=O)NC2CCCCC2)nnc1-c1sc(N)nc1C
    -5	0.0	-20	-1.5
> CCOc1cc(C2C(C#N)=C(N)Oc3n[nH]c(-c4ccc(Cl)c(Cl)c4)c32)cc(Br)c1OC(=O)N1CCOCC1 (stereo unspecified)
    5	-0.2	0	1.3
> COCCNC(=O)c1c[nH]c2ccc(S(=O)(=O)N(C)c3ccc(C(C)C)cc3)cc2c1=O
    2	0.1	-16	0.9
> Cc1ccc(NC(=O)CCN2CCC(C)CC2)cc1
    10	2.3*	12	-0.6
> CN(C)CCCN1c2ccccc2Sc2ccc(C(F)(F)F)cc21
    -14&-4	-0.1&-0.2&-0.2	-5&16&14	0.5&0.8&-0.8
> CCN(CC)C(=O)c1cc(S(=O)(=O)N(CC)CC)c(Cl)cc1Cl
    -4	-0.1	-6	1.5
> COc1ccc(OC)c(-c2cc3c([N+](=O)[O-])cc([N+](=O)[O-])cc3o2)c1
    4	0.1	-10	-0.1
> O=C(c1ccc(Cl)s1)N1CCN(C/C=C/c2ccccc2)CC1
    3	-0.1	2	-1.5
> Cc1c(CN2C(=O)c3cccc(N4CCN(C(=O)CC(C)(C)C)CC4)c3C2=O)cnn1C
    -9	0.0	-11	-0.9
> CCCNC(=O)c1cncc(-c2ccc(C(=O)N3CCN(C)CC3)cc2)c1
    -8	0.1	12	0.8
> COCc1cc(C)nc2sc(-c3ccc([N+](=O)[O-])o3)c(NC(=O)c3ccccc3)c12
    0	-0.1	9	-0.1
> O=C(NC1CC1)c1ccc2c(c1)N(Cc1ccccc1)CCS2
    16	-0.1	-1	-0.6
> CCc1ccc(N(CC(=O)O)S(=O)(=O)c2cc(C)ccc2OC)cc1
    -1	-0.1	-5	0.1
> OCCC1CN(Cc2cccc(-n3cccn3)c2)CCN1Cc1cccs1 (stereo unspecified)
    -1	0.0	-2	-1.8
> CC1CCN(Cc2c(-c3ccccc3)n(C)c3ccccc23)CC1
    7	-0.1	5	0.4
> O=C1NC(=O)/C(=C\c2cc(Br)c(Sc3ccc(Cl)cc3)o2)N1
    -2	0.1	6	-1.7
> Cc1ccc(S(=O)(=O)N2C(=O)CSC2=Nc2ccccc2)cc1
    2	0.7	9	0.2
> COc1cccc(C(=O)N=c2sc3c4ccccc4ccc3n2C)c1
    2	-0.1	-7	-1.2
> N#CC1=C(N)Oc2cc(N)ccc2C1C1CCCCC1 (stereo unspecified)
    46*	0.1	-2	1.8
> CN(C)CCc1c[nH]c2ccc(C[C@H]3COC(=O)N3)cc12
    5&1	0.5&0.2	2&2	-1.0&1.5
> CC(=O)Nc1ccccc1OCC(=O)Nc1ccc(Oc2ccc(C)cc2)cc1
    7	0.6	5	-0.8
> COc1ccc(OC)c(NC(=O)c2c(NCc3ccc(C)o3)sc3c2CCCC3)c1
    4	-0.2	3	2.7
> CCC1CCCCN1C(=O)c1sc2ncnc(N3CCN(c4ccccc4OC)CC3)c2c1C (stereo unspecified)
    -5	0.1	-3	1.2
> CC(O)c1nc2ccccc2n1CC(=O)Nc1cccc(C#N)c1 (stereo unspecified)
    6	-0.1	-2	3.0
> COc1ccc(-c2nc(C)cc(NCc3ccccc3)n2)cc1
    -43	0.1	5	0.2
> CCOC(=O)C(C)n1nc(-c2ccccc2)c2ccccc2c1=O (stereo unspecified)
    1	0.0	9	0.1

Limited to MITF primary, TEAD-YAP block and GPR151 activ (two entries from above):
SMILES	MITF primary	TEAD-YAP block	GPR151 activ
CCc1ccc(N(CC(=O)O)S(=O)(=O)c2cc(C)ccc2OC)cc1	-5	-1	0.1
OCCC1CN(Cc2cccc(-n3cccn3)c2)CCN1Cc1cccs1 (stereo unspecified)	-2	-1	-1.8

Next section:
Results follow in this order: TEAD-YAP block	FBW7 act	MITF primary	GPR151 activ
> CCOc1ccc(CCNC(=O)COC(=O)c2nc3nc(C)cc(C)n3n2)cc1OCC
    5	0.0	1	-1.6
> O=C(Nc1ccc(-c2nc3ccccc3o2)c(O)c1)c1cc(-n2cnnc2)ccc1Cl
    10	0.0	17	0.7
> COc1cc(C2C3=C(CC(C)(C)CC3=O)NC3=C2C(=O)CC(C)(C)C3)ccc1OCc1ccc(Cl)cc1
    -2	0.8	-4	-1.3
> COc1ccccc1Cc1nc(-c2cccc(Br)c2)no1
    -4	-0.1	3	1.1
> CC(=O)Oc1ccc(/C=c2\sc3nc(-c4ccccc4OC(C)=O)nn3c2=O)cc1
    1	-0.2	5	0.3
> CCOCCCNC(=O)CN1C(=O)/C(=C\c2ccc(Cl)cc2)Sc2ccccc21
    -5	0.1	4	4.1
> Cc1ccc(NC(=O)c2ccc(Br)cc2)cc1N1CCCCC1=O
    6	0.0	-11	0.9
> c1ccc(CN2CCC(Nc3nc(NCc4ccc5c(c4)OCO5)nc4c3ncn4C3CCCCC3)CC2)cc1
    24	-0.2	16	-1.0
> CCOC(=O)c1ccsc1NC(=O)C1CC1
    -4	0.0	17	-0.1
> CCCN(CCC)C(=O)c1cc(-c2ccc(C)cc2)nc2ccccc12
    -6	0.2	11	0.9
> CCCC(c1nnnn1C(C)(C)C)N1CCN(c2ccccc2)CC1 (stereo unspecified)
    0	0.0	4	2.8
> CC(C)(C#N)C(C)(C)c1nn[nH]n1
    -4	0.0	-16	-1.5
> O=C(CCS(=O)(=O)Cc1ccccc1)N1CCc2ccccc21
    7	-0.1	6	4.6
> COc1ccc(NC(=O)Cc2nc(-c3cc4ccccc4oc3=O)cs2)cc1
    1	0.4	15	0.4
> COc1ccc2c(c1)c(=O)c1ccccc1n2CC(=O)Nc1c(F)cccc1F
    -22	0.1	-3	-0.3
> CCOc1ccc(CCNC(=O)CS(=O)Cc2nc(-c3ccc(C)cc3)oc2C)cc1 (stereo unspecified)
    10	-0.3	-5	-0.5
> COc1ccc(NC(=O)C(C)C2SC(=O)NC2=O)cc1 (stereo unspecified)
    -7	0.0	12	0.5
> CCOc1ccccc1NC(=O)C1c2ccccc2C(=O)N(C)C1c1ccc(OC)cc1 (stereo unspecified)
    5	0.0	4	1.1
> O=C(Nc1cccc([N+](=O)[O-])c1)c1ccccc1C(=O)N1CCCCC1
    -8	-0.1	0	0.7
> O=S(=O)(c1ccc(NC(=S)NC2CC2)cc1)N1CCOCC1
    10	0.4	11	1.6
> O=C(NCCCNC1CCCCC1)c1ccccn1
    -10	-0.1	2	-1.3
> COc1ccccc1CN(C1CCCC1)S(=O)(=O)c1ccc(-n2cnnn2)c(OC)c1
    8	-0.3	22	0.0
> O=C(OCc1ccccc1)c1ccc2ccccc2n1
    5	-0.1	-2	0.2
> CC(=O)NC1(c2nnnn2CCOC(=O)Nc2ccc(Cl)cc2)CCCC1
    -8	0.0	-13	-0.3
> C=CCN=C(C)C1=C(O)CC(C)(C)CC1=O
    9	0.0	-23	-1.4
> COC(=O)C1=CN(C(C(=O)OC)c2ccccc2)C=C(C(=O)OC)C1c1ccc(F)cc1 (stereo unspecified)
    9	0.0	-10	0.0
> CCC1CN(CC(=O)NC(C)COC)Cc2cc(OC)ccc2O1 (stereo unspecified)
    2	-0.1	4	0.2
> CCOC(=O)c1c(C)oc2ccc(NS(=O)(=O)c3cc(Cl)ccc3Cl)cc12
    5	-0.1	11	-0.7
> Cc1cccc(-n2c(O)c(C=Nc3ccccc3C)c(=O)[nH]c2=S)c1
    -15	0.2	-2	1.4
> CCOc1ccc2nc(C34CC5CC(CC(C5)C3)C4)ccc2c1
    5	-0.1	0	1.4
> COc1ccc(C(=O)Nc2ccc([N+](=O)[O-])cc2OC)cc1
    2	-0.2	-3	3.5
